PPARg SRC-3 ag: agonists of human PPARgamma SRC-3 coactivator recruitment. biochemical PPARgamma/SRC-3 coactivator recruitment assay. 200,000 compounds, 0.26% hits. activation, % at 8 µM; in the data active = activation above about 23%;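 also: 0% = DMSO and 100% = reference agonist; some compounds past the cut are filed as inactive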
Diaphorase act: activates diaphorase or chemically reduces, flagging diaphorase assay artifacts; activation factor at 20 µM; 190,000 compounds, 0.005% hits; AID 1229; Diaphorase/resazurin coupled assay, resorufin fluorescence, 16 min; active compounds read high; 1 = vehicle wells, 0 = NADH-free wells;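 active = diaphorase activity raised at least twofold by the compound at 20 µM; inactive = activation factor below 2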
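Test system: Clostridium kluyveri diaphorase, purified enzyme; input: enzyme 0.07 U/mL final; buffer or medium: 50 mM HEPES pH 7.4 with 4.542 mM MgCl2, 0.005% Tween 20; also added: 0.114 mM NADH and 0.1 mM resazurin, final amounts; schedule: 16 min enzyme reaction, ambient temperature; technique: fluorescence of resorufin, 544 nm excitation, 590 nm emission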
S1P3 antag: antagonists of human S1P3 receptor | inhibition, % at 4.98 µM | 170,000 compounds, 0.27% hits | CHO S1P3 NFAT-BLA reporter, FRET fluorescence, antagonist mode;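 active = inhibition above the plate cutoff, the mean inhibition of test wells on that plate plus 3 SD, cut at about 28% in these data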;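 also: cells challenged with S1P at its EC80 of 0.8 µM; blue over green emission ratio from cleaved BLA substrate after 4 h stimulation; 0% = S1P-stimulated wells and 100% = unstimulated DMSO-only wells; some compounds past the cut are filed as inactive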
Target sequence (Q99500 whole entry, looked up): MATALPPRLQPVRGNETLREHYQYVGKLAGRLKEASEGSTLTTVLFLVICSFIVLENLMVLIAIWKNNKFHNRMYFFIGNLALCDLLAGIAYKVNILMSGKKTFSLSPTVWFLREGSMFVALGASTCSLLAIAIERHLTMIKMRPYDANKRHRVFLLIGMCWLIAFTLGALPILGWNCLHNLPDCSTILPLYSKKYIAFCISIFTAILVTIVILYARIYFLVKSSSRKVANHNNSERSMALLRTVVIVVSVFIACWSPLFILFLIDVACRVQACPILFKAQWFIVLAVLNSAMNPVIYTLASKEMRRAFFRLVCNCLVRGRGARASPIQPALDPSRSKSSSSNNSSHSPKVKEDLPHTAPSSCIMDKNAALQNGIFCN
PPARg SRC2 recr: agonists of SRC-2 recruitment by human PPARgamma | PPARgamma LBD-SRC-2 recruitment, biochemical | activation, % at 8 µM | 200,000 compounds, 0.34% hits | AID 1032; in the data active = activation above about 22%;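 also: 0% = vehicle and 100% = reference agonist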
PMI act hi M6P: PMI (human) activation, high substrate; P34949; coupled PMI enzyme assay, resazurin fluorescence, 20 min; active compounds read high; 1 = untreated enzyme, 0 = substrate-free blank; activation factor at 20 µM; 190,000 compounds, 0.34% hits;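 active = activation factor of 2 or more at 20 µM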
Target sequence (P34949 whole entry, looked up): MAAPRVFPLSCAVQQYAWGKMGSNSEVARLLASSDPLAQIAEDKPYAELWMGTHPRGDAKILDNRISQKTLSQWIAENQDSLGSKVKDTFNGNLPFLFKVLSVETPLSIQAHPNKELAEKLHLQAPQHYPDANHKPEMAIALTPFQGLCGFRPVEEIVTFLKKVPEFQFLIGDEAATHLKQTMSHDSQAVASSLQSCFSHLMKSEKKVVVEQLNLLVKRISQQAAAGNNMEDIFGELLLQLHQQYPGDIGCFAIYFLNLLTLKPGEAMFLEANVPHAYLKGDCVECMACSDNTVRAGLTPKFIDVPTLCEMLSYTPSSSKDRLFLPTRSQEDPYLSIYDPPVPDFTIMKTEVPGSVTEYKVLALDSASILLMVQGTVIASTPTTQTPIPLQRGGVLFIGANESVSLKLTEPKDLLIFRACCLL
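Material: human phosphomannose isomerase with PGI, G6PDH, diaphorase coupling enzymes; amount: PMI at 15 ng/mL final; also added: Mannose-6-phosphate 1.0 mM (near-saturating) plus 0.22 mM NADP+; incubation: enzyme reaction with compound 20 min at room temperature; signal: resorufin fluorescence (Ex 544/Em 590 nm) from resazurin via diaphorase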
SRC2 TRFRET art: flags TR-FRET format artefacts in PPARgamma SRC-2 recruitment agonist screen | TR-FRET artefact counter-screen; active compounds read high | TR-FRET ratio at 8 µM | 200,000 compounds, 0.4% hits | AID 1049; in the data active = TR-FRET ratio above about 2000; also: inactives centre near 1500
G6PDH counter: counter-screen for G6PDH assay hits: L. mesenteroides G6PDH inhibition; Purified L. mesenteroides G6PDH, diaphorase/resazurin coupled fluorescence, 45 min; inhibition, % at 5 µM; 200,000 compounds, 0.12% hits; AID 1020; in the data active = inhibition above about 50%
PPARg SRC1 recr: PPARgamma-driven SRC-1 recruitment agonism. PPARgamma-SRC-1 coactivator recruitment biochemical assay. activation, % at 8 µM. 200,000 compounds, 0.41% hits; in the data active = activation above about 19%;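 also: 0% = DMSO and 100% = reference agonist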
ROMK primary: modulates human ROMK potassium channel activity; P48048; Tet-inducible ROMK, thallium flux fluorescence; actives lie on both sides; B-score at 10 µM; 130,000 compounds, 2% hits;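 active = signal ratio slope over the read window, or its plate-corrected B-score, at least 3 SD from the plate mean, either direction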;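 also: B-score of the F/F0 ratio slope over 7 to 12 s after thallium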
PMI act: phosphomannose isomerase (human) activation; purified human PMI, coupled resazurin fluorescence, 20 min; active compounds read high; 1 = vehicle control, 0 substrate-free wells; activation factor at 20 µM; 190,000 compounds, 0.005% hits;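 active = activation factor of 2 or more at 20 µM, relative to plate controls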
Diaph inh CS: diaphorase inhibition or chemical oxidation counter-screen | inhibition, % at 20 µM | 190,000 compounds, 0.69% hits | diaphorase resazurin-to-resorufin fluorescence, NADH, 16 min; bacterial (C. kluyveri) enzyme, not human;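 active = primary screen inhibition at 20 µM above a set limit, cut at about 50% in these data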;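 also: plate controls were DMSO with full reaction for no effect and wells lacking NADH for full effect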
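System: Bacterial diaphorase enzyme (C. kluyveri) | Incubation: 16-min room-temperature incubation before reading | Benchmarks: No-NADH positive control and DMSO neutral control | Measured by: Resorufin fluorescence 544/590 nm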
* marks the source's active call; other numbers are inactive results; . = no result given.

no.	smiles	PPARg SRC-3 ag	Diaphorase act	S1P3 antag	PPARg SRC2 recr	PMI act hi M6P	SRC2 TRFRET art	G6PDH counter	PPARg SRC1 recr	ROMK primary	PMI act	Diaph inh CS
1	Cc1[nH][nH]c(=O)c1/C=N/N1CCOCC1	-2	0.9	5	-2	0.8	1745	3	0	-0.31	0.9	13
2	OCCN(Cc1ccccc1)CC1CC=CCC1 (stereo not given)	4	0.8	-55	-4	0.9	1690	2	2	.	0.9	16
3	CCCCCC(O)c1cccc(OCc2ccc3ccccc3n2)c1 (stereo not given)	-3	0.8	-1	-1	0.9	1463	5	7	.	0.9	20
4	CN1CCN(CCCNC(=O)c2cn(C3CCCCC3)c(=O)c3c2c2ccccc2n3C)CC1	2	0.9	.	0	1	1578	0	-1	-2.6	1	14
5	CN(C)C(=O)COC(=O)c1ccccc1NC(=O)c1ccco1	1	0.9	-10	7	0.9	1727	-1	0	-0.019	1	7
6	CS(=O)(=O)N1CC(C(=O)O)Oc2ccc(CC(=O)O)cc21 (stereo not given)	0	1.2	-5	0	1.2	1603	4	9	-1.3	1.2	-16
7	O=C(c1cc2c(cc1Br)OCCCO2)N1CCCCC1	3	0.9	-9	1	1.1	1648	7	2	0.22	1.1	7
8	NS(=O)(=O)c1ccc(NC(=O)CSc2nnc(Cc3cccs3)n2-c2ccccc2)cc1	1	1	25	-11	1	1274	3	-5	.	1	-2
9	CN(C(=O)COC(=O)c1ccccc1Nc1ccccc1)C1CCS(=O)(=O)C1 (stereo not given)	-2	1	-19	1	1	1420	4	2	-0.11	1	1
10	CCOC(=O)CCN(Cc1sccc1C)S(=O)(=O)c1ccc(F)cc1	9	0.9	.	14	1	1494	-1	1	-0.71	1	13
11	CC(C)OC(=O)c1cc2ccccc2oc1=O	2	0.9	-6	3	1.1	1563	-1	0	0.14	0.9	12
12	COc1ccccc1NC(=O)CCC(=O)OCc1ccc([N+](=O)[O-])cc1	-1	1.1	-9	-3	1	1458	5	-2	0.36	1.1	-8
13	COc1ccc(S(=O)(=O)n2nc(OC(=O)c3cccs3)cc2N)cc1	9	1	-4	11	0.9	1497	12	8	0.22	1.1	4
14	NC(=S)N=Nc1c(O)[nH]c2cc(F)c(F)cc12	8	0.8	-7	14	1	1690	-16	6	.	0.9	19
15	COC(=O)C1(C(F)(F)F)N=C(C(F)(F)F)Nc2ccc(Cl)cc21 (stereo not given)	4	0.9	-18	7	0.9	1794	2	7	0.54	1	12
16	O=C(NCc1nnc(SCc2ccccc2)n1-c1ccccc1)C12CC3CC(CC(C3)C1)C2	4	0.9	-3	1	1	1545	-14	5	.	1	14
17	Cc1ccc(CNC(=O)C2CNc3cc(C)ccc3O2)cc1 (stereo not given)	0	0.8	-16	13	0.8	1662	4	9	.	0.9	19
18	O=C(NCc1cccnc1)c1ccc(Cl)c(S(=O)(=O)N2CCCCCC2)c1	3	1	9	1	0.9	1546	0	6	-0.047	1	2
19	CCOCc1cnc(C)nc1NCC(=O)c1c(C)[nH]c2ccccc12	8	0.9	.	-1	0.9	1616	8	-2	.	0.8	14
20	COc1ccc(N/C(=N/c2nc(C)cc(C)n2)NC(=O)Nc2ccc(Cl)c(Cl)c2)c(OC)c1	3	1	-14	1	0.9	1652	-2	-1	1.4	1	2
21	CC1CC(OCC(O)C[N+]2(C)CCOCC2)CC(C)(C)C1 (stereo not given)	2	0.9	-1	3	1.1	1639	8	-3	1.1	0.9	5
22	Cc1ccc2nc(Cl)c(C#N)cc2c1	1	1	-4	1	1	1324	-1	2	-0.2	1	1
23	CCCCN(C)CCC(=O)Nc1ccc(F)c(F)c1	0	0.9	-6	-2	1	1480	-2	1	.	1	11
24	Oc1ccc(Cn2ccnc2)c2cccnc12	6	0.5	8	1	0.9	1389	40	0	0.93	0.7	54*
25	CC(=O)OCC12COC3c4ccccc4OC(C)(CC1C)C3C2C (stereo not given)	5	0.9	-13	4	1	1611	7	-1	-0.8	1	8
26	O=S(=O)(Nc1ccc2c(c1)OCCO2)c1cnc[nH]1	-1	1	1	4	1	1350	5	-4	.	0.9	0
27	CCOc1cc(/C=C/c2ccc3cccc([N+](=O)[O-])c3n2)cc(Cl)c1O	5	1	4	9	1.2	1619	-11	-3	.	1.3	-2
28	Cc1c(C)[n+](=O)c(-c2cccs2)c(C)n1[O-]	12	0.9	40	11	0.9	1563	5	6	.	0.9	7
29	O=C(/C=C/c1c(Cl)nc2ccccn12)N1CCCCC1	0	1	-7	9	1	1638	-3	8	1.6	1	0
30	O=S(=O)(c1ccc2ccccc2c1)N1CCN(C2CCN(Cc3ccccc3)CC2)CC1	-1	0.9	.	1	1	1529	7	0	-0.83	1	14
31	CCOc1cc(S(=O)(=O)n2ccc(C)n2)ccc1Br	5	0.9	-8	-3	1	1867	3	3	-0.13	1.1	14
32	Cc1ccc(-n2c(SCC(=O)NCc3ccc4c(c3)OCO4)nnc2-c2cccnc2)c(C)c1	1	1	.	0	1	1772	4	0	.	1	1
33	O=C1NC(=Nc2ccccc2)SC1Cc1ccccc1 (stereo not given)	1	1	3	-3	1.1	1350	21	4	0.24	1.1	-4
34	Cc1ccc(-c2nnc(CSc3nc4cc5c(cc4cc3C)OCO5)o2)cc1	-11	0.8	-10	6	0.9	1485	3	2	0.63	0.8	23
35	C=CCNC(=S)/C(=C(/[O-])c1ccccc1Br)[n+]1ccccc1	2	1	-25	-1	0.9	1494	-1	-8	0.16	1	3
36	O=S(=O)(c1ccc(S(=O)(=O)N2CCN3CCCC3C2)cc1)N1CCCC1 (stereo not given)	7	0.8	11	6	0.9	1613	-9	6	-0.21	1	19
37	S=c1[nH]nc(CNc2ccc(Cl)cc2)n1Cc1ccccc1	10	0.8	-5	11	0.9	1728	4	10	-0.22	0.9	24
38	O=C(Cc1ccc(-n2cccc2)cc1)NCc1ccccc1Cl	1	0.9	-11	-5	1	1473	0	0	0.99	1	6
39	C#CCOCCOCCOCCNc1nc(N2CCN(C(=O)[C@H](Cc3ccc(O)cc3)n3cc(C(N)CC(C)C)nn3)CC2)nc(N2CCN(C(=O)[C@H](CCC(=O)O)n3cc(C(N)[C@H](C)CC)nn3)CC2)n1 (stereo not given in full)	-4	0.9	4	3	1.1	1406	16	-6	.	1	12
40	Cc1cccc(C(=O)Nc2oc(-c3ccccc3)cc2C#N)c1	2	0.9	.	7	1	1636	-3	7	0.009	0.9	9
41	CC(C)(C)Nc1nc(OCC(F)(F)F)nc(OCC(F)(F)F)n1	-11	0.9	20	-6	0.9	1551	-13	6	.	0.8	15
42	Cc1nc(SCC2(C)CC2(Cl)Cl)n[nH]1 (stereo not given)	-1	1	-3	-6	1	1604	6	-2	-0.95	1	1
43	COC(=O)C(C)Sc1nnc(-c2ccncc2)o1 (stereo not given)	10	0.9	.	2	0.9	1637	-4	-3	0.095	0.9	10
44	Cn1c(=O)n(C)c2cc(NS(=O)(=O)c3ccc4c(c3)CCCC4)ccc21	10	0.9	-37	12	0.9	1629	1	4	-2*	0.9	6
45	CCOC(=O)c1c(NC(=O)CSc2nnc(Cc3ccccc3)o2)sc(C)c1C	8	0.6	.	6	0.9	1787	1	4	.	0.8	38
46	O=C(Nc1ccc(Cl)c(Cl)c1)OCc1cnc(Cl)s1	-3	0.9	.	-5	1	1432	13	-3	.	1	9
47	Cc1ccc(S(=O)(=O)Nc2ccc(O)c3ncccc23)cc1	4	0.4	2	10	0.7	1646	50*	2	0.58	0.6	57*
48	COc1ccc(C(=O)Nc2ccc(NC(=O)c3ccco3)c(Cl)c2)cc1OC	0	0.9	.	8	0.8	1563	4	-4	.	0.9	6
49	C=CCNC(=S)NCc1cccnc1	-2	1.1	-7	-8	1.1	1516	-3	-10	.	1.1	-7
50	CCOC(=O)/C=c1\s/c(=C\c2ccc(-c3ccccc3)cc2)c(=O)n1CC(=O)NCc1ccc2c(c1)OCO2	-4	1	-6	-6	1	1431	-4	4	0.71	1.1	-4
51	COC(=O)C1=NNC2(c3ccc(Cl)cc3)C(=O)N(c3ccccc3)C(=O)C12 (stereo not given)	3	0.9	-10	6	1	1725	20	-4	.	0.9	15
52	COC(=O)c1ccc2c(c1)N(Cc1cc(C)ccc1C)C(=O)c1ccccc1S2=O (stereo not given)	4	0.9	-11	0	1	1424	8	5	-0.16	1	9

Part of the list above, reformatted:
44. Cn1c(=O)n(C)c2cc(NS(=O)(=O)c3ccc4c(c3)CCCC4)ccc21
45. CCOC(=O)c1c(NC(=O)CSc2nnc(Cc3ccccc3)o2)sc(C)c1C
46. O=C(Nc1ccc(Cl)c(Cl)c1)OCc1cnc(Cl)s1
47. Cc1ccc(S(=O)(=O)Nc2ccc(O)c3ncccc23)cc1
48. COc1ccc(C(=O)Nc2ccc(NC(=O)c3ccco3)c(Cl)c2)cc1OC
49. C=CCNC(=S)NCc1cccnc1
50. CCOC(=O)/C=c1\s/c(=C\c2ccc(-c3ccccc3)cc2)c(=O)n1CC(=O)NCc1ccc2c(c1)OCO2
51. COC(=O)C1=NNC2(c3ccc(Cl)cc3)C(=O)N(c3ccccc3)C(=O)C12 (stereo not given)

assay / entry	44	45	46	47	48	49	50	51
PPARg SRC-3 ag	10	8	-3	4	0	-2	-4	3
Diaphorase act	0.9	0.6	0.9	0.4	0.9	1.1	1	0.9
S1P3 antag	-37	.	.	2	.	-7	-6	-10
PPARg SRC2 recr	12	6	-5	10	8	-8	-6	6
PMI act hi M6P	0.9	0.9	1	0.7	0.8	1.1	1	1
SRC2 TRFRET art	1629	1787	1432	1646	1563	1516	1431	1725
G6PDH counter	1	1	13	50*	4	-3	-4	20
PPARg SRC1 recr	4	4	-3	2	-4	-10	4	-4
ROMK primary	-2*	.	.	0.58	.	.	0.71	.
PMI act	0.9	0.8	1	0.6	0.9	1.1	1.1	0.9
Diaph inh CS	6	38	9	57*	6	-7	-4	15

52. COC(=O)c1ccc2c(c1)N(Cc1cc(C)ccc1C)C(=O)c1ccccc1S2=O (stereo not given)

assay / entry	52
PPARg SRC-3 ag	4
Diaphorase act	0.9
S1P3 antag	-11
PPARg SRC2 recr	0
PMI act hi M6P	1
SRC2 TRFRET art	1424
G6PDH counter	8
PPARg SRC1 recr	5
ROMK primary	-0.16
PMI act	1
Diaph inh CS	9

Screening results: PubChem BioAssay, several laboratories
